# Nox1 inhibitor: inhibitors of human NADPH oxidase 1 (Nox1). HT29 cells, luminol chemiluminescence ROS. AID 1792, 2009. Q9Y5S8. inhibition, % at 6.7 µM. hit rate 0.81% among 16,000
# Target sequence (Q9Y5S8 whole entry, looked up): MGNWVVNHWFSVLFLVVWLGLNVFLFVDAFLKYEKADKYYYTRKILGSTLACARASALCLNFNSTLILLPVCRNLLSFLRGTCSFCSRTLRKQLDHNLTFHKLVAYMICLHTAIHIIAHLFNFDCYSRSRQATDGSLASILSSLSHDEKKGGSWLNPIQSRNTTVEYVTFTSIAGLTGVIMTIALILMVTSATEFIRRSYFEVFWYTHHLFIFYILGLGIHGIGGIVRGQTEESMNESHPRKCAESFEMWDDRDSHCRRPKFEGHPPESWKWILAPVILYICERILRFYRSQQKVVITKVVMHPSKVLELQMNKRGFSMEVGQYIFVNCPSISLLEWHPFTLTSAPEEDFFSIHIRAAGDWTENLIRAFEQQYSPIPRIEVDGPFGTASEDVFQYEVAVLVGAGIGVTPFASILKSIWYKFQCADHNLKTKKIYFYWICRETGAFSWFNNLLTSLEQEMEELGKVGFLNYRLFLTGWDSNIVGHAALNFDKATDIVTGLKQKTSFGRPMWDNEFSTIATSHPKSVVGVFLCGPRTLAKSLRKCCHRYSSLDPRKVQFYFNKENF
# OPRK1 antag MB: antagonists of human kappa opioid receptor OPRK1, Maybridge library. Kappa-type opioid receptor (Homo sapiens), P41145. OPRK1 cells, antagonist mode, fluorescence readout. inhibition, % at 9 µM. hit rate 0.4% among 16,000. AID 652031, 2013; in the data active = inhibition above about 50%
# S1P1 agonist: activates the human S1P1 receptor; Sphingosine 1-phosphate receptor 1 (Homo sapiens), P21453; activation, % at 4.5 µM; S1P1 agonist cell-based reporter assay; hit rate 1.5% among 16,000; in the data active = activation above about 80%
# NOTCH agonist: agonists of NOTCH signaling; NOTCH signaling luciferase reporter cells, luminescence; activation, % at 2.5 µM; hit rate 0.4% among 15,000; AID 434982, 2010; in the data active = activation above about 2.2%
# rat GALR2 agon: agonists of rat galanin receptor 2 (GALR2); AID 833, 2007; cell-based GALR2 agonist screen; Galanin receptor type 2 (Rattus norvegicus), O08726; activation, % at 10 µM; hit rate 0.5% among 16,000; in the data active = activation above about 15%
# luminol inh ctr: counter-screen for Nox1 inhibitors: inhibitors of luminol chemiluminescence; HRP/luminol/H2O2 chemiluminescence counterscreen; inhibition, % at 6.7 µM; hit rate 0.4% among 16,000; note: reference of the scale not given here
# PME-1 Maybr inh: inhibitors of human PME-1 in Maybridge library; Protein phosphatase methylesterase 1 (Homo sapiens), Q9Y570; recombinant PME-1, FP-Rh probe fluorescence polarization; inhibition, % at 9 µM; hit rate 0.5% among 16,000; AID 2291, 2010; in the data active = inhibition above about 30%
# Target sequence (Q9Y570 whole entry, looked up): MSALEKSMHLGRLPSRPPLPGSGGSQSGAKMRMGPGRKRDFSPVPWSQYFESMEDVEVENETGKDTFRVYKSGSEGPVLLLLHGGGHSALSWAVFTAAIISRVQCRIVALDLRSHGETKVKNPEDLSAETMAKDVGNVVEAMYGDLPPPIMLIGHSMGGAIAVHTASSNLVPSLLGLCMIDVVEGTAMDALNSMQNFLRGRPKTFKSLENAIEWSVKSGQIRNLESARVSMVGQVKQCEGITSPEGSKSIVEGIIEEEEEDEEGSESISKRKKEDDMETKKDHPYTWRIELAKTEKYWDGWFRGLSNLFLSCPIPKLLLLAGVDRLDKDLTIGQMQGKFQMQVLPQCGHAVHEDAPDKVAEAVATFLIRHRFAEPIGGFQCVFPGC
# TLR4 MyD88 blk: inhibitors of human TLR4-MyD88 binding; Toll-like receptor 4 (Homo sapiens), O00206; hit rate 0.06% among 16,000; inhibition, % at 10 µM; Cell-based TLR4-MyD88 binding inhibition assay; AID 811, 2007; in the data active = inhibition above about 45%
# * hit, by the source's call; · = not tested or not shown. Cut-off read from the data, not from the text of the source, unless noted: active = inhibition above about 75%; inactive = the rest.
1	CC(C)(C)OC(=O)N1CCCN(C(=O)c2cccnc2Oc2ccc(Cl)cc2)CC1
2	Cc1sc2c(c1C)C(O)=C(C(=O)Nc1ccc(OC(F)(F)F)cc1)S(=O)(=O)N2C
3	CCN1C(=O)c2cccc3c(NC(=O)c4cccc([N+](=O)[O-])c4)ccc1c23
4	O=C1NCCN1CCNS(=O)(=O)c1ccc2c(c1)CCO2
5	COC(=O)C1=C(Sc2ccc(Cl)cc2)CSC1
6	O=C1CN(C(=O)OCc2ccccc2)CCN1
7	Cn1nnnc1SCC(=O)Nc1ccc(OC(F)(F)F)cc1
8	CCOC(CNC(=O)[C@H](Cc1ccccc1)NC(C)=O)OCC
9	ClC1(Cl)CC1CSC1=NCCN1 (stereo not given)
10	Cc1[nH]nc(-c2cccs2)c1C(=O)NN

assay / entry	1	2	3	4	5	6	7	8	9	10
Nox1 inhibitor	-60	44	62	-74	-41	12	12	4	-35	-30
OPRK1 antag MB	17	25	1	4	10	-3	4	-15	-3	-10
S1P1 agonist	-3	63	-25	-8	7	-1	-14	-2	0	-10
NOTCH agonist	-0.3	-0.1	-1.1	-0.7	-1.1	0.1	·	-0.4	-0.4	-0.6
rat GALR2 agon	-5	-2	-4	-1	-6	-4	-4	-5	-8	-7
luminol inh ctr	2	0	-3	1	0	-3	-2	-4	-1	-6
PME-1 Maybr inh	-2	0	9	0	6	3	1	0	-1	7
TLR4 MyD88 blk	-6	-2	6	4	0	-6	-6	-15	7	-1

# Profiles as entered above. Order of screens: Nox1 inhibitor | OPRK1 antag MB | S1P1 agonist | NOTCH agonist | rat GALR2 agon | luminol inh ctr | PME-1 Maybr inh | TLR4 MyD88 blk
# Shown for O=C1CN(C(=O)OCc2ccccc2)CCN1 : 12 | -3 | -1 | 0.1 | -4 | -3 | 3 | -6
# Shown for COC(=O)C1=C(Sc2ccc(Cl)cc2)CSC1 : -41 | 10 | 7 | -1.1 | -6 | 0 | 6 | 0
# Shown for Cc1[nH]nc(-c2cccs2)c1C(=O)NN : -30 | -10 | -10 | -0.6 | -7 | -6 | 7 | -1
# Shown for CCOC(CNC(=O)[C@H](Cc1ccccc1)NC(C)=O)OCC : 4 | -15 | -2 | -0.4 | -5 | -4 | 0 | -15

# (more compounds)
11	O=S1(=O)CC(O)C(S(=O)(=O)c2ccc(Cl)cc2)C1 (stereo not given)
12	CC(C)(C)c1ccc(S/C(=C/C(=O)O)C(=O)O)cc1
13	OC(CN1CCN(C(c2ccccc2)c2ccccc2)CC1)C(F)(F)F (stereo not given)
14	O=C(NC(=S)Nc1cc(-c2cccs2)[nH]n1)c1ccccc1
15	CN(CCc1ccccn1)C(=O)c1nccnc1C(=O)O
16	O=C1C2=C(c3ccccc3)c3cc(Cl)ccc3C2Sc2ccccc21 (stereo not given)
17	Cn1nc(-c2ccc(S(=O)(=O)Nc3ccccc3N3CCOCC3)s2)cc1C(F)(F)F
18	C/C(=N\Nc1c([N+](=O)[O-])cc(C(F)(F)F)cc1[N+](=O)[O-])c1cccnc1
19	COc1cccc(OC)c1C(=O)NC(=O)Oc1c(F)cccc1F
20	CCOC(=O)Cc1csc(NC(=O)Nc2ccc(Cl)c(Cl)c2)n1

assay / entry	11	12	13	14	15	16	17	18	19	20
Nox1 inhibitor	-60	-59	23	-11	-37	-6	-3	-57	-2	-37
OPRK1 antag MB	-13	-8	-5	14	6	-6	2	0	13	-5
S1P1 agonist	-19	-12	8	-11	94*	-7	29	-14	-22	-3
NOTCH agonist	-0.2	-0.6	·	0.5	-0.3	0.0	-0.5	-0.7	-0.4	-0.7
rat GALR2 agon	-5	-7	-4	-6	-5	-7	-10	-5	-5	0
luminol inh ctr	0	0	-8	-5	4	-6	18	1	1	0
PME-1 Maybr inh	-2	4	3	-5	-1	1	10	3	-2	-1
TLR4 MyD88 blk	4	0	-15	-5	14	0	0	7	-1	-7

21	COc1cc(C(=O)NC(C)c2ccccc2)cc(OC)c1OC (stereo not given)
22	O=C(Nn1cnnc1)c1ccc([N+](=O)[O-])cc1
23	O=C(CC1NCCCNC1=O)Nc1cc(Cl)ccc1Cl (stereo not given)
24	O=C1C(=O)N(c2ccccc2)C(=S)/C1=C(\O)c1ccc(Cl)cc1
25	O=C(Nc1nc2ccsc2c(=O)s1)C1CCC1
26	CCO/C=C(\C#N)S(=O)(=O)Cc1ccco1
27	CN(C)c1ccc(-n2[nH]nnc2=S)cc1
28	CSc1nc(C)nc(-c2ccccc2)c1C#N
29	COC(=O)/C(C#N)=C/c1cccn1CCCn1ccnc1
30	O=C(Nc1ccc(Br)c(C(F)(F)F)c1)C1COc2ccccc2O1 (stereo not given)

assay / entry	21	22	23	24	25	26	27	28	29	30
Nox1 inhibitor	-77	20	-7	-24	-36	-8	27	-4	-54	-7
OPRK1 antag MB	1	-7	6	1	-4	6	8	-15	-9	-7
S1P1 agonist	-23	-7	-16	3	22	-6	14	-8	-1	-5
NOTCH agonist	-0.3	-0.6	·	-0.3	-0.3	0.3	0.0	0.0	-0.4	-0.1
rat GALR2 agon	-8	-3	-9	-3	-6	-5	-6	-7	-6	2
luminol inh ctr	3	-2	2	0	4	-4	9	-1	2	-2
PME-1 Maybr inh	-4	2	-24	3	-1	5	10	3	0	-73
TLR4 MyD88 blk	5	1	3	8	1	-3	-8	3	9	-6

# Another view of 3 compounds above.
# Screens in order – Nox1 inhibitor, OPRK1 antag MB, S1P1 agonist, NOTCH agonist, rat GALR2 agon, luminol inh ctr, PME-1 Maybr inh, TLR4 MyD88 blk
[28] CSc1nc(C)nc(-c2ccccc2)c1C#N
    -4, -15, -8, 0.0, -7, -1, 3, 3
[5] COC(=O)C1=C(Sc2ccc(Cl)cc2)CSC1
    -41, 10, 7, -1.1, -6, 0, 6, 0
[22] O=C(Nn1cnnc1)c1ccc([N+](=O)[O-])cc1
    20, -7, -7, -0.6, -3, -2, 2, 1

# Other structures.
31	O=C(N/N=C/c1ccco1)c1cccnc1
32	O=C(CSc1nnnn1-c1ccc(O)cc1)N1CCN(c2ccccc2)CC1
33	CCC(=O)Nc1c(C#N)c(C)c(C)n1Cc1cccs1
34	COC(=O)c1sccc1NC(=O)Nc1cc(C)oc1C(F)(F)F
35	CC(C)NC(=S)N/N=C/c1cccnc1
36	CC1=Nc2ccccc2NC(C)(C)C1
37	CSc1nc(SC)c(C#N)c(-c2ccco2)n1
38	S=C(NCCCN1CCOCC1)N1CC2CCC(CC2)C1
39	CCCc1c(C(=O)NC2CCN(Cc3ccccc3)CC2)cnn1-c1ccccc1
40	c1ccc2c(CCc3ccncc3)c[nH]c2c1

assay / entry	31	32	33	34	35	36	37	38	39	40
Nox1 inhibitor	-37	-6	3	-47	15	-55	12	-87	-6	-35
OPRK1 antag MB	2	-22	-3	1	15	-15	17	5	24	18
S1P1 agonist	17	-8	2	-31	14	-3	-21	-1	-3	-3
NOTCH agonist	-0.6	0.0	-0.4	-0.1	·	-0.9	0.4	-0.4	-1.7	-0.8
rat GALR2 agon	-4	-2	-4	-3	-2	-2	0	-6	-4	-10
luminol inh ctr	3	-8	7	0	2	3	-8	2	-4	3
PME-1 Maybr inh	-1	3	-12	2	4	-1	3	-7	2	0
TLR4 MyD88 blk	-4	3	-2	0	0	8	1	-2	1	-1

41	CS(=O)(=O)NCCc1ccncc1
42	FC(F)(F)c1cnc(CN2CCSCC2)c(Cl)c1
43	O=C(NNC(=O)C(F)(F)F)c1ccc[nH]1
44	Nc1ccc2c(c1)N1CCN=C1S2
45	O=C(O)CNC(=O)CSc1ccc(Cl)cc1
46	Cc1cc(C)c2c(c1)CC(C)(C)/C(=N/NC(=O)CC#N)C2=O
47	CC(=O)c1sc(-c2ccccc2)cc1NC(=O)CN1CCN(S(=O)(=O)c2ccc(C)cc2)CC1
48	CC(=O)C1=C(c2ccccc2)c2cc(Cl)ccc2NC1
49	CC(=O)Nc1ccc(C(C)(C)C)cc1NC(=O)C(Cl)(Cl)Cl
50	O=C1CSC(=S)N1c1ccccc1

assay / entry	41	42	43	44	45	46	47	48	49	50
Nox1 inhibitor	-55	-60	-40	-52	-55	-18	-17	-65	-20	-29
OPRK1 antag MB	20	-11	52*	12	8	-1	1	5	-1	-1
S1P1 agonist	1	-10	-1	12	-7	5	-16	12	-26	-4
NOTCH agonist	-0.7	0.0	-0.6	-0.6	-0.1	0.1	-0.2	-0.5	-0.6	1.7
rat GALR2 agon	-7	4	-5	-5	-6	-4	-3	-1	-3	-11
luminol inh ctr	4	-1	3	-10	2	-3	-1	2	3	8
PME-1 Maybr inh	-2	0	1	-3	1	5	0	-1	-2	-4
TLR4 MyD88 blk	-2	9	-2	17	2	-6	1	1	-3	-457

51	Cc1ccc(CNS(=O)(=O)c2cccs2)n1C
52	O=C(CC12CC3CC(CC(C3)C1)C2)Nc1c(F)cccc1F
53	CC(=O)NC(Nc1ccc(S(N)(=O)=O)cc1)(C(F)(F)F)C(F)(F)F
54	O=[N+]([O-])c1cccc(-c2nnco2)c1
55	FC(F)(F)COc1ccc(-c2nc(-c3ccc(Cl)cc3)no2)cn1
56	O=C(CSc1nnnn1-c1ccccc1)NC1Cc2ccccc2C1
57	CNC(=O)N1c2ccccc2NC(=O)CC1C (stereo not given)
58	COc1c(NC(=O)N2CC(C)OC(C)C2)csc1Cl (stereo not given)
59	CSc1sc(-c2nc(-c3ccc(Cl)cc3)cs2)c(C)c1C(C)=O
60	COc1cc(OC)c2nc(C)c3c(c2c1)CN(C(=O)Nc1cccc(C(F)(F)F)c1)C3

assay / entry	51	52	53	54	55	56	57	58	59	60
Nox1 inhibitor	-25	-6	-91	-83	6	-11	-70	-26	-51	-33
OPRK1 antag MB	20	6	-10	6	3	8	7	-16	6	49
S1P1 agonist	4	-15	-6	8	69	-2	7	-18	-3	-34
NOTCH agonist	-0.2	-0.6	-0.2	-0.5	-0.4	-0.1	-0.4	-0.6	-0.8	0.3
rat GALR2 agon	-4	-2	-5	-7	-8	-6	-5	-6	-11	-5
luminol inh ctr	5	-2	3	2	2	-2	2	4	1	2
PME-1 Maybr inh	-2	0	4	2	-4	1	-2	-7	2	1
TLR4 MyD88 blk	4	-5	-3	·	1	-9	-2	-4	3	2

61	COc1ccc(CC2CCc3ncc(C)cc3C2)cc1 (stereo not given)
62	c1coc(CNc2ncnc3nc[nH]c23)c1
63	N#C/C(=C\Nc1ccc(OC(F)(F)F)cc1)C(=O)c1ccco1
64	COc1ccc(S(=O)(=O)N=S2CCN(c3ncc(C(F)(F)F)cc3Cl)CC2)cc1
65	Cc1cc(N=CN(C)C)cc(Cl)c1OS(=O)(=O)c1cc(Cl)cc(Cl)c1
66	CC(=O)/C=C\c1cc[n+](C)cc1
67	COc1ccc(OS(=O)(=O)c2ccc(-c3cc(C(F)(F)F)on3)s2)cc1
68	COc1ccc(-c2csnn2)cc1S(=O)(=O)n1nc(C)cc1C
69	O=C(NNC(=O)c1cc(OCC(F)(F)F)ccc1OCC(F)(F)F)c1cccs1
70	O=C(NC(=O)c1ccc(F)cc1F)Nc1ccccc1
71	Cc1nc(C)c(C(=O)NNC(=O)Nc2ccc(Cl)cc2)s1
72	O=C(c1ccccc1NC(=O)C(Cl)(Cl)Cl)N1CCSCC1
73	O=c1nc2sc3ccccc3n2c(=O)n1-c1ccccc1

assay / entry	61	62	63	64	65	66	67	68	69	70	71	72	73
Nox1 inhibitor	-20	3	4	-8	0	-71	-6	17	20	-44	12	-25	-13
OPRK1 antag MB	33	-12	-5	-19	2	-6	-3	11	8	1	11	-6	10
S1P1 agonist	-8	-6	8	1	64	12	71	6	0	-4	12	7	1
NOTCH agonist	-0.4	-0.8	-0.7	-0.6	-0.1	-0.1	-1.0	-0.1	0.1	0.0	-0.9	0.5	-1.0
rat GALR2 agon	-4	-8	-5	-4	-5	-8	-10	-9	-9	-2	-6	-6	-5
luminol inh ctr	-1	-2	-1	-2	5	2	2	3	-6	2	64	3	2
PME-1 Maybr inh	2	1	-5	1	-26	1	-20	-2	7	1	-4	-1	-4
TLR4 MyD88 blk	6	-4	-15	1	3	8	-10	2	-10	-4	3	-1	1
